EPAC1 antagonist – EPAC1 (human) antagonism; AID 720709; Potency, µM (series often up to 115 µM), without a hit: at the highest dose activity change, negative = inhibition, usual class: inhibitors; O95398; EPAC1 GEF assay, Rap1b-BODIPY-GDP exchange fluorescence; 360,000 tested, 0.14% active;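 further: potency means the concentration at half of the fitted maximal effect; plate controls were vehicle for no effect and positive control for full effect; nearly all actives have a fitted effect of over 50% in size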
Target sequence (O95398 whole entry, looked up): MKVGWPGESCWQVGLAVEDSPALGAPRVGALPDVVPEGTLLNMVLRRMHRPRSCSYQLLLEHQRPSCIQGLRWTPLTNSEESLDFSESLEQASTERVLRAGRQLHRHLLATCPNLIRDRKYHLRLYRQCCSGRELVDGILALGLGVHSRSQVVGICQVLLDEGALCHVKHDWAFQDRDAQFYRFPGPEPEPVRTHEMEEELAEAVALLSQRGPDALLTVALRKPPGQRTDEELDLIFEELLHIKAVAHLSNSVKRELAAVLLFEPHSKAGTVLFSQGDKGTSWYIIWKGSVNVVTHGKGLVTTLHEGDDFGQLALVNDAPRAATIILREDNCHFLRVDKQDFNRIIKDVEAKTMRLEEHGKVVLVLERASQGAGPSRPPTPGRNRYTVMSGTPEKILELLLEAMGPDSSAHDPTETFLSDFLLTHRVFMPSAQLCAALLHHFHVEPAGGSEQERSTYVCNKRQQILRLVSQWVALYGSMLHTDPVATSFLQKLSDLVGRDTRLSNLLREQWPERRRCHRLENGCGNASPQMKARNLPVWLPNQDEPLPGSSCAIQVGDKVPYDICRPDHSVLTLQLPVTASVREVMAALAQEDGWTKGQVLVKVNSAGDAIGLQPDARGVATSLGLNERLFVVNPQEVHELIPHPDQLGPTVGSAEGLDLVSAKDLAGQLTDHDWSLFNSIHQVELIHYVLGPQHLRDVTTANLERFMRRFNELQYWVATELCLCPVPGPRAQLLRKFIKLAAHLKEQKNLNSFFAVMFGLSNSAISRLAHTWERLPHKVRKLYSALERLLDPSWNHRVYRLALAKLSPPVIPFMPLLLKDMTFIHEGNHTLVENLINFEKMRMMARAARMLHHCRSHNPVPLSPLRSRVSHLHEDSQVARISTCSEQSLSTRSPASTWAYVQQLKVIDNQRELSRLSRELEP
IL2 activator – IL-2 activation | IL-2 activation reporter assay, cell-based qHTS; stimulated with anti-CD3/CD4/CD28 beads; in transgenic mouse T cells | 360,000 tested, 0.065% active | AID 652025 | activation, % (series mostly up to about 46 µM); in the data active means activation above about 50%; inconclusive means mostly about 30% to 49%; further: 0% is about no effect
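First, unstimulated transgenic mouse T cells were exposed to compound for 60 min. Next, anti-CD3/anti-CD4-coated beads with anti-CD28 were added. Finally, after 18 h at 37 degrees C, EGFP and DsRed were imaged.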
WRN inhibitor – inhibitors of human WRN helicase; 360,000 tested, 0.46% active; AID 651768; Potency, µM (top dose mostly 114 µM), inactives show top-dose activity change, negative = inhibition, usual class: inhibitors; WRN helicase unwinding, fluorescent forked duplex, kinetic; further: potency means the concentration at half of the fitted maximal effect; on the % scale 0 is the no-effect control and ±100 the full control effect; nearly all actives have a fitted effect of over 55% in size
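Kinetic fluorescence helicase assay: unwinding of a quenched forked DNA duplex (100 nM final) with 2 mM ATP final raises red fluorescence (525/598 nm). Compounds sat 15 min at room temperature with 20 nM WRN beforehand.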
FUS yeast rescue – rescues growth of FUS-expressing yeast; S. cerevisiae FUS-expressing, growth rescue, OD600, 24 h; Potency, µM (doses to about 76.6 µM), without a hit: at the highest dose growth rescue (activation), usual class: activators; 390,000 tested, 0.24% active;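 further: potency means the concentration at half of the fitted maximal effect; plate controls were DMSO vehicle for no effect and reference control for full effect; nearly all actives have a fitted effect of over 55% in size; some results filed as inactive show a strong effect at the top dose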
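Cultures pregrown in 2.5% raffinose medium are shifted to minimal medium containing 2% galactose to express toxic FUS. Compounds are tested at several concentrations. After 24hr at 30C, growth is quantified at 600 nm absorbance.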
PLK1 PBD block – blocks phosphopeptide binding to human PLK1 polo-box domain | P53350 | Plk1 PBD binding of FITC phosphopeptide, fluorescence polarization | Potency, µM, for inactives: max response, negative = inhibition, most hits filed as inhibitors | 360,000 tested, 2.8% active | AID 720504; further: potency means the concentration at half of the fitted maximal effect; series mostly up to about 57 µM; on the % scale 0 is the no-effect control and ±100 the full control effect; nearly all actives have a fitted effect of over 65% in size
PI5P4K alpha inh – blocks human PI5P4K alpha kinase activity. PI5P4Kalpha enzyme, ADP-Glo luminescence, 60 min; stronger effect = lower value. max response, %. P48426. 330,000 tested, 1.2% active; active means max response of -50% or lower; inconclusive means between -30% and -50%; inactive means -30% or higher; further: value at the top dose of about 77 µM; on the % scale 0 is the no-effect control and ±100 the full control effect
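ADP-Glo luminescence end-point after a 60 min room-temperature kinase reaction. PI5P4Kalpha and substrate in HEPES pH 7.4 buffer with EGTA, 0.1% CHAPS and 5% DMSO; ATP at 5 microM final.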
Abeta yeast res – restores growth of yeast expressing A-beta42 peptide; Potency, µM (series often up to 46.1 µM), without a hit: at the top dose growth rescue, actives largely listed as activators; yeast expressing A-beta42, growth rescue, OD600, 48 h; response scale: 0% DMSO, 100% iron-clioquinol control; AID 1347071; 410,000 tested, 0.063% active; further: potency means the concentration at half of the fitted maximal effect; nearly all actives have a fitted effect of over 55% in size
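Yeast A-beta toxicity model in growth medium with pinned compounds, 48 h at 30 C; growth read as absorbance at 600 nm. Normalized to FeCl3/clioquinol equimolar mix (positive) and DMSO (negative).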
EPAC1 agonist – EPAC1 (human) agonism | EPAC1 agonist qHTS, biochemical assay; response scale: 100% = response to 6.5 mM cAMP | Potency, µM (titrated, usually from 154 µM), without a hit: at the top dose activation, hits mostly activators | 360,000 tested, 0.073% active | AID 720707; further: potency means the concentration at half of the fitted maximal effect; nearly all actives have a fitted effect of over 60% in size
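Nucleotide exchange by EPAC1 (100 nM) on Rap1B–BODIPY-GDP (250 nM) in the presence of 50 uM GDP is tracked fluorescently at 480/540 nm over 30 min. Signals are normalized to a 6.5 mM cAMP control.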
* hit, by the source's call; ? = inconclusive; · = no result given; [ ] = another dose, or the depositor's remark. Unless noted, the call rests on the fitted dose curve; in most records, active means well fitted curve in the direction sought with a large enough effect; inconclusive means small, poorly fitted or top-dose-only effect, or another doubt; inactive means no such curve, though single readings can be large; an effect the other way counts as inactive or inconclusive.

SMILES | EPAC1 antagonist | IL2 activator | WRN inhibitor | FUS yeast rescue | PLK1 PBD block | PI5P4K alpha inh | Abeta yeast res | EPAC1 agonist
COCCCNCCCOc1ccc(C)cc1Br | 3% | -1.4 | -23% | · | -7% | 5 | -2% | -4%
COC(=O)C(C(=O)OC)C1C=CCN(C(C)=O)C1 (stereo not drawn) | -4% | -0.3 | 8% | -23% | -5% | 6 | -1% | -18%
Cc1c(C(=O)N2CCOCC2)c(S(=O)(=O)Nc2ccccc2F)c(C)n1C | -13% | -0.4 | -6% | 15% | -3% | 1 | -15% | -20%
Cc1ccc(-n2c(C)nnc2SCC(=O)Nc2ccccc2)cc1 | -2% | 0.1 | -3% | 2% | -15% | 2 | 7% | 14%
COC(=O)[C@]1(S(=O)(=O)c2ccccc2)C[C@@H]2ON=C(c3ccc(OC)cc3)[C@@H]2C1 | -30% | -0.3 | -1% | -2% | -3% | 1 | -10% | -6%
O=C1Nc2ccc(Br)cc2/C1=N\N=C\C1=C(N2CCOCC2)C(=C/c2ccccc2)/CC1 | -2% | 0.2 | -11% | 12% | -9% | -25 | -6% | 2%
COc1ccc(C(=O)N2CCCN(C)CC2)c(OC)c1 | 13% | -0.4 | -4% | -8% | 1% | 4 | -2% | 14%
CC(C)CN(C(=O)COC(=O)Cc1c[nH]c2ccccc12)c1c(N)n(Cc2ccccc2)c(=O)[nH]c1=O | -6% | -2.3 | -7% | 14% | -4% | 6 | 8% | -6%
COC(=O)c1c(C(=O)OC)c2n(c1C)Cc1ccccc1C2 | 16% | -1.5 | -5% | 22% | -6% | 10 | -20% | -6%
CN=C(Nc1cccc(S(=O)(=O)N2CCOCC2)c1)c1ccccc1 | -6% | -0.3 | -8% | 1% | -3% | 7 | 1% | 11%
Cc1cccc(OCC(=O)NC(=S)Nc2ccc(S(=O)(=O)NC3CCCCC3)cc2)c1 | -3% | -0.4 | -3% | 7% | -11% | 6 | 17% | -15%
COC(=O)N/N=C/c1cccs1 | 3% | -0.2 | -1% | -38% | -5% | 0 | 2% | 0%
CN(C)C(=O)c1cc([N+](=O)[O-])ccc1O | 8% | -0.2 | -5% | -11% | -2% | 1 | 1% | 4%
COc1ccc(C)cc1NS(=O)(=O)c1ccc(NC(=O)CN(c2cc([N+](=O)[O-])ccc2C)S(C)(=O)=O)cc1 | -13% | -4.1 | -17% | · | -6% | -4 | 13% | -10%
O=C(NCc1ccccc1OC(F)(F)F)C1CCC(=O)N(CCCN2CCOCC2)C1 (stereo not drawn) | 10% | -1.4 | 2% | 3% | 7% | 2 | -3% | -10%
O=C(CSc1ccc(F)cc1)Nc1ccc(N2CCOCC2)c(Cl)c1 | 5% | -0.4 | -5% | · | -13% | 4 | -15% | 1%
CCC1(C)Cc2ccccc2-c2nc3n(c(=O)c21)CCS3 (stereo not drawn) | -2% | 1.9 | -7% | · | -1% | 26 | 4% | -5%
CCCCc1nnc(NC(=O)c2ccc3[nH]c(=O)c(=O)[nH]c3c2)s1 | ? | -0.3 | -3% | 10% | -2% | 8 | -7% | -15%
Cc1cc(N2CCCCC2)nc2ccc(NC(=O)c3ccc(Br)o3)cc12 | -12% | -2.5 | -8% | 28% | -7% | -2 | 1% | 21%
COc1ccc(Cc2nnc(NC(=O)CSc3ccc(C)cc3)s2)cc1OC | -7% | -0.4 | 1% | 26% | -14% | -3 | 11% | -5%
Cc1cc(C)c(C#N)c(N2CCC(C(N)=O)CC2)n1 | ? | -2.3 | 4% | 4% | -8% | 3 | -17% | -15%
NC(=O)c1ccc(OCC(F)(F)C(F)(F)C(F)(F)C(F)(F)C(F)(F)C(F)F)cc1 | -14% | -2.3 | -5% | -12% | -10% | · | -16% | -13%
O=C1C2C3C=CC(C3)C2C(=O)N1/N=C/c1cn(Cc2ccc(F)cc2)c2ccccc12 (stereo not drawn) | 1% | 0.2 | -1% | ? | -21% | 2 | 1% | 9%
CCn1c2ccccc2c2cc(/C=N/n3c(-c4cc(C)[nH]n4)n[nH]c3=S)ccc21 | -27% | -1.4 | -12%[11.6 µM] | 35% | -27% | -60* | 1% | 1%
Cc1cccc2c(CC(=O)Nc3ccccc3)noc12 | -3% | -1.3 | -18% | · | -3% | 5 | 0% | 0%

Quoted from the listing.
`Cc1c(C(=O)N2CCOCC2)c(S(=O)(=O)Nc2ccccc2F)c(C)n1C` @ EPAC1 agonist = -20%
`O=C(NCc1ccccc1OC(F)(F)F)C1CCC(=O)N(CCCN2CCOCC2)C1` (stereo not drawn) @ EPAC1 agonist = -10%

Ordered by SMILES length (ascending): some entries from above.
SMILES | EPAC1 antagonist | IL2 activator | WRN inhibitor | FUS yeast rescue | PLK1 PBD block | PI5P4K alpha inh | Abeta yeast res | EPAC1 agonist
COC(=O)N/N=C/c1cccs1 | 3% | -0.2 | -1% | -38% | -5% | 0 | 2% | 0%
Cc1ccc(-n2c(C)nnc2SCC(=O)Nc2ccccc2)cc1 | -2% | 0.1 | -3% | 2% | -15% | 2 | 7% | 14%
Cc1cccc(OCC(=O)NC(=S)Nc2ccc(S(=O)(=O)NC3CCCCC3)cc2)c1 | -3% | -0.4 | -3% | 7% | -11% | 6 | 17% | -15%

New compounds follow
SMILES | EPAC1 antagonist | IL2 activator | WRN inhibitor | FUS yeast rescue | PLK1 PBD block | PI5P4K alpha inh | Abeta yeast res | EPAC1 agonist
CCCCC(=O)Nc1sc2c(c1C#N)CC(C)(C)OC2 | -10% | 0.2 | 0% | -1% | 27µM* | -17 | 2% | -2%
COCCN1C(=O)c2oc3ccccc3c(=O)c2C1c1ccc(O)c(OC)c1 (stereo not drawn) | -6% | -1.2 | 3% | -8% | -7% | -6 | 7% | 1%
COc1cc2c(C#Cc3cccnc3)c(-c3ccsc3)oc(=O)c2cc1OC | -2% | -0.2 | -3% | -6% | -5% | 1 | 4% | 2%
CCOCCCNc1nc(=S)[nH]c2cc(OC)c(OC)cc12 | -27% | -0.2 | -22%[57.1 µM] | 24% | -11% | 2 | 3% | 7%
COc1ccc(/C=N/NC(=O)CSCC(=O)Nc2ccccc2)cc1OC | 1% | 2.3 | -1% | 11% | -8% | · | -6% | 15%
C=CCNC(=O)CN(c1cccc(Br)c1)S(C)(=O)=O | 2% | -0.9 | 7% | 2% | -4% | 0 | 5% | -1%
CCOc1ccc(OCCC(=O)OCC(=O)Nc2ccc(N3CCOCC3)cc2)cc1 | -5% | -0.3 | -9% | 12% | -1% | 4 | -8% | 18%
Clc1ccc(-c2c[n+](Cc3ccc(Br)cc3)c3n2CCCCC3)cc1 | 22% | -0.6 | 10% | 2% | -4% | -3 | 1% | 9%
Cc1ccc(S(=O)(=O)N(CC(=O)N(C(C)C)C(C)C)C(=O)N2CCN(C)CC2)cc1 | -12% | -2.8 | 7% | -19% | -10% | 0 | 12% | -9%
CCCN=Cc1c(CCC)[nH]n(-c2nc3ccccc3s2)c1=O | -2% | -0.2 | -4% | 39% | -8% | · | -25% | 11%
COc1ccc(C)cc1NC(=O)CN1C(=O)C2CC=CCC2C1=O (stereo not drawn) | 16% | 0.8 | 16% | 7% | 1% | 0 | 5% | -1%
O=C(Nc1ccccc1N1CCCCC1)c1ccccc1F | 0% | -2.8 | -3% | 32% | -2% | · | -18% | 14%
CC(C)(Oc1ccc(Cl)cc1)C(=O)OCC(=O)N1CCN(c2ccccc2)CC1 | -21% | -3.8 | -6% | 20% | -4% | 16 | 7% | 7%
CC(C)CCNC(=S)Nc1ccccc1F | 0% | -0.8 | -4% | 0% | 3% | 17 | 16% | -6%
COc1ccc2nc(C3CCCCC3)c3c(c2c1)CCC3 | 2% | 0.0 | 3% | -32% | 2% | 20 | -1% | 0%
COC(=O)CC1C(=O)NC2CCCCC2N1C(=O)CCl (stereo not drawn) | 8% | 1.3 | -2% | -1% | 5% | -1 | 2% | 3%
COc1ccc(CN2CCCN(C)CC2)c(OC)c1C | 0% | -2.2 | 19% | 19% | -14% | 0 | 0% | -12%
CC(=O)Nc1sc2c(c1C(c1ccccn1)N1CCN(C)CC1)CCCC2 (stereo not drawn) | -2% | -0.6 | -1% | -21% | 2% | 2 | -3% | 7%
O=C(NCCN1CCCCCC1)C1CCN(S(=O)(=O)N2CCOCC2)CC1 | 16% | 0.3 | 3% | -12% | -6% | -2 | 12% | 0%
COC(=O)CCCC(=O)Nc1ccc(Br)cc1 | -4% | 0.4 | -32% | 1% | -7% | 5 | -2% | 3%
CCC1Nc2ncnc(N3CCCCC3)c2N(Cc2ccc(Br)cc2)C1=O (stereo not drawn) | -18% | 3.7 | 6% | 24% | -15% | -4 | 13% | 2%
Cc1ccc(CNC(=O)CCS(=O)(=O)c2ccc3nc(C)sc3c2)cc1 | 19% | -2.3 | 4% | -3% | -3% | -10 | -4% | -3%
CSc1ncccc1C(=O)OCC(=O)c1ccc(S(=O)(=O)N2CCCCC2)cc1 | -7% | 2.0 | -5% | · | 2% | -18 | 12% | -2%
CN(C)c1cccc(C(=O)NCCCSc2ccccc2)c1 | -7% | -1.5 | 4% | 11% | -6% | 1 | 18% | -9%
ONC(=Nc1ccccc1)c1ccccc1Cl | 0% | 2.9 | -4% | -2% | -2% | 2 | 12% | 5%

Among those listed so far, these have bromine:
SMILES | EPAC1 antagonist | IL2 activator | WRN inhibitor | FUS yeast rescue | PLK1 PBD block | PI5P4K alpha inh | Abeta yeast res | EPAC1 agonist
COCCCNCCCOc1ccc(C)cc1Br | 3% | -1.4 | -23% | · | -7% | 5 | -2% | -4%
O=C1Nc2ccc(Br)cc2/C1=N\N=C\C1=C(N2CCOCC2)C(=C/c2ccccc2)/CC1 | -2% | 0.2 | -11% | 12% | -9% | -25 | -6% | 2%
Cc1cc(N2CCCCC2)nc2ccc(NC(=O)c3ccc(Br)o3)cc12 | -12% | -2.5 | -8% | 28% | -7% | -2 | 1% | 21%
C=CCNC(=O)CN(c1cccc(Br)c1)S(C)(=O)=O | 2% | -0.9 | 7% | 2% | -4% | 0 | 5% | -1%
Clc1ccc(-c2c[n+](Cc3ccc(Br)cc3)c3n2CCCCC3)cc1 | 22% | -0.6 | 10% | 2% | -4% | -3 | 1% | 9%
COC(=O)CCCC(=O)Nc1ccc(Br)cc1 | -4% | 0.4 | -32% | 1% | -7% | 5 | -2% | 3%
CCC1Nc2ncnc(N3CCCCC3)c2N(Cc2ccc(Br)cc2)C1=O (stereo not drawn) | -18% | 3.7 | 6% | 24% | -15% | -4 | 13% | 2%

Screens deposited in PubChem by National Center for Advancing Translational Sciences (NCATS).
